Source: PubChem BioAssay (NCI)
All columns: NCI-60 one-dose screen, growth in % after 48 h at 10 µM unless noted; 100 = growth as untreated, 0 = no growth, -100 = all killed.
MDA-MB-231: MDA-MB-231 breast cancer; 81,000 tested, 5% active
K-562: K-562 leukemia. 78,000 tested, 7.4% active
HS 578T: HS 578T breast cancer. 78,000 tested, 4.1% active
MCF7: MCF7 breast cancer; 82,000 tested, 6.3% active
T-47D: T-47D breast cancer. 79,000 tested, 5% active
MDA-MB-468: MDA-MB-468 breast cancer. AID 2202374. 78,000 tested, 8.5% active
LOX IMVI: LOX IMVI melanoma; AID 1794757; 79,000 tested, 7.4% active
BT-549: BT-549 breast cancer. 78,000 tested, 4.4% active. AID 1794793
Active calls of the source: *; / = not tested or not shown; & = joins results of further samples; ! = not confirmed by another sample. How the source made its calls: active means growth percent below 10; inactive means the rest.

Every second line gives: MDA-MB-231	K-562	HS 578T	MCF7	T-47D	MDA-MB-468	LOX IMVI	BT-549
- O=C(NNC(=O)c1ccncc1)Nc1ccc(N=Nc2ccccc2)cc1
  97	77	95	73	83	104	86	100
- CC(C)CCCC(C)C1CCC2C3CC=C4CC(OC(=O)CCl)CCC4(C)C3CCC12C (stereo not drawn)
  106	109	/	101	108	96	100	138
- CC1CC2NN(C(N)=S)C(=N)C2(C#N)C1(C#N)C#N (stereo not drawn)
  113	83	99	92	96	90	95	98
- NC(=O)c1cccc(-n2ccc3cc(NC(=O)Nc4ccc(Cl)c(Cl)c4)ccc32)n1
  79	63	58	58	49	61	82	66
- COc1ccc2c(c1)c(-c1nc(-c3cn(C)c4ncccc34)cs1)cn2CCO
  57	25	81	12	10	-17*	59	77
- O=C(O)c1ccccc1[I+]c1ccccc1
  108	98	104	100	79	105	90	108
- CCCCC(=O)O[C@]1(C(=O)CO)CCC2C3CCC4=CC(=O)CC[C@]4(C)C3[C@@H](O)C[C@@]21C (stereo partly drawn)
  96	97	136	85	109	106	99	78
- C=CCn1c(SCC(=O)Nc2ccc(C(=O)/C=C/c3ccc(OC)cc3)cc2)nnc1-c1ccc(Cl)cc1
  105	94	100	63	81	104	90	85
- NC(N)=N/N=C(\N=Nc1ccccc1)c1ccc(Cl)cc1
  -12*	1.2*	65	24	20	/	-7.3*	67
- O=[N+]([O-])CC(c1ccccc1Cl)c1c[nH]c2ccccc12 (stereo not drawn)
  66	24	86	81	73	70	84	99
- COc1ccc(NC(=O)C(=O)NNC(=O)c2sc(NNC(C)=O)nc2C)c([N+](=O)[O-])c1
  83	97	100	90	92	97	91	86
- O=C1NC(Cc2ccccc2)C(=O)N1Cc1ccccc1 (stereo not drawn)
  108	91	99	93	104	99	105	98
- CCOC(=O)[C@@H]1C2CCC(CC2)[C@@H]1C(=O)OCC
  105	/	121	106	105	112	106	110
- CCCCCCCCC(C)NCCO (stereo not drawn)
  83	118	112	103	/	102	97	108
- Nc1ccc(N2CCCCC2)cc1
  93	101	98	97	94	106	95	99
- COc1ccc(F)cc1NC(=O)OC(C)C
  101	75	102	97	98	97	100	132
- Cc1ccc2oc(=O)cc(Cn3cnc4c(NCc5ccco5)ncnc43)c2c1
  94	78	99	72	62	100	75	91
- O=C/C=C\c1ccc2c(c1)OCO2
  99	98	105	92	83	101	96	99
- CC(C)(CO)C(O)C(=O)NCCC(=O)NCCSSCCNC(=O)CCNC(=O)C(O)C(C)(C)CO (stereo not drawn)
  82	/	/	88	96	82	87	82
- COC(=O)CC1CSC(=S)N1c1ccc(F)c(F)c1 (stereo not drawn)
  91	107	92	99	95	93	101	112
- CC(=O)Nc1ccc(Br)c(NC(C)=O)n1
  108	105	112	95	95	95	106	99
- O=C(c1nc2ccccc2[nH]1)C1C(c2ccc(Cl)cc2Cl)C2CSCN2[C@@]12C(=O)Nc1ccccc12 (stereo partly drawn)
  55	66	65	51	54	69	67	92
- CCCCCC(=O)c1ccco1
  112	99	108	102	94	104	105	96
- C/C(=N/O)c1ccc(-n2c(=O)c3cc4c(=O)n(-c5ccc(/C(C)=N\O)cc5)c(=O)c4cc3c2=O)cc1
  98	102	97	91	101	96	102	105
- O=C(NCn1c(=O)[nH]c2ccccc2c1=O)N(c1ccccc1)c1ccccc1
  96	97	97	96	91	98	92	96
- O=C(NC(Cc1ccccc1)C(=O)CCl)OCc1ccccc1 (stereo not drawn)
  74	14	99	29	71	80	-7.1*	41
- CCOc1ccccc1NC(=O)c1cc(-c2ccc(OC)cc2)n(-c2ccc(S(C)(=O)=O)cc2)n1
  78	71	92	90	78	78	93	125
- CC(=O)Nc1cccc(C)c1
  95	112	101	96	102	108	96	102
- Brc1cc(Br)cc(CN2CCOCC2)c1
  105	100	122	93	95	102	/	121
- c1ccc(C2=NN3C(C2)c2ccccc2OC3c2ccc3noc(-c4ccccc4)c3c2)cc1 (stereo not drawn)
  96	105	128	87	99	116	115	118

In another format: entries from further up
canonical_smiles	MDA-MB-231	K-562	HS 578T	MCF7	T-47D	MDA-MB-468	LOX IMVI	BT-549
CC(=O)Nc1ccc(Br)c(NC(C)=O)n1	108	105	112	95	95	95	106	99
O=C(c1nc2ccccc2[nH]1)C1C(c2ccc(Cl)cc2Cl)C2CSCN2[C@@]12C(=O)Nc1ccccc12 (stereo partly drawn)	55	66	65	51	54	69	67	92
CCCCCC(=O)c1ccco1	112	99	108	102	94	104	105	96
C/C(=N/O)c1ccc(-n2c(=O)c3cc4c(=O)n(-c5ccc(/C(C)=N\O)cc5)c(=O)c4cc3c2=O)cc1	98	102	97	91	101	96	102	105

Next entries
Every second line gives: MDA-MB-231	K-562	HS 578T	MCF7	T-47D	MDA-MB-468	LOX IMVI	BT-549
- COP(C)(=O)c1ccc(N(C)C)cc1 (stereo not drawn)
  111	106	101	92	105	105	95	105
- CC1Cc2ccccc2N1C(=O)c1ccc(C(=O)c2ccccc2)cc1 (stereo not drawn)
  91	86	96	103	91	/	83	84
- CCNc1cc2c(cc1Br)-c1ccccc1C2=O
  73	102	97	27	34	50	88	/
- CC(C(=O)O)N1C(=O)c2ccccc2C1=O (stereo not drawn)
  102	96	114	98	93	/	101	100
- O=C(O)C(O)c1cccc2ccccc12 (stereo not drawn)
  107	106	96	94	102	100	93	102
- N#C/C(=C\c1c(-c2ccccc2)[nH]c2ccccc12)C(=O)c1ccc(Cl)cc1
  50	/	4.8*	-28*	85	/	44	65
- O=Cc1c(Cl)c(Cl)c(C=O)c(Cl)c1Cl
  114	66	90	78	99	105	88	105
- Cn1c(=O)c2c(nc(Sc3nc(-c4ccccc4)c(C#N)c(=O)[nH]3)n2CC(=O)Nc2ccc(S(N)(=O)=O)cc2)n(C)c1=O
  102	116	94	100	104	92	93	93
- CCN1C(=O)N(CC)C2NNC(Sc3c(C(=O)O)c4ccccc4n(CC(C)C)c3=O)=NC21 (stereo not drawn)
  16	5.9*	-2.7*	8.5*	73	7.2*	16	/
- Cc1cccc(-n2c(C3=C(O)c4ccccc4C3=O)nnc2-c2ccccc2)c1
  92	96	99	57	86	76	100	106
- NC(=O)CS
  /	97	94	92	/	105	96	98
- Cc1ccc(NC(=O)Nc2nccnc2OCc2cccc(Cl)c2)cc1
  101	97	85	86	96	109	106	102
- NS(=O)(=O)c1ccc(Nc2nc(N/N=C/c3ccc(Cl)cc3)nc(Nc3ccccc3)n2)cc1
  87	60	65	39	45	67	60	75
- COC(CCNS(=O)(=O)c1ccc(C)cc1)CC(C)c1ccc2ccccc2c1 (stereo not drawn)
  95	79	88	89	76	112	107	101
- C/C(=C(\c1ccc(OCCCN(C)C)cc1)c1ccc(OC(=O)c2ccccc2)cc1)c1ccc(Cl)cc1
  100	101	88	51	60	98	113	103
- c1ccc(Sc2nnc(-c3ccccc3)o2)cc1
  98	104	92	93	87	104	100	73
- CCCC(=O)NC(c1ccc2c(c1)OCO2)c1cc(Cl)c2cccnc2c1O (stereo not drawn)
  35	11	44	18	23	7.9*	23	63
- COc1cccc(/C=C(/C)c2ccc3cccc(OC)c3[o+]2)c1O
  90	97	101	91	100	96	127	85
- O=C(c1ccc(O)cc1)C1[C@H](c2ccc(Cl)cc2)[C@@H](c2ccccc2)NC12C(=O)Nc1ccc(Cl)cc12 (stereo partly drawn)
  49	28	60	9.9*	31	39	27	77
- Cc1ccc(CC(CC(=O)O)C(=O)O)cc1 (stereo not drawn)
  112	101	/	100	78	97	92	99
- COc1ccc(C(=O)/C=C/c2c(-c3ccc(F)cc3)nc3sccn23)cc1OC
  78	110	76	95	97	86	89	97
- C[C@]12CCC3c4ccc(O)cc4CCC3C1C[C@@H](O)[C@@H]2O (stereo partly drawn)
  105	105	114	121	114	101	101	99
- Clc1ccc(-c2nc(Br)cn3ccnc23)cc1
  70	90	91	64	54	79	78	84
- Cc1cnc2nc(-c3ccc(N(C)C)cc3)cn2c1
  107	97	109	92	90	/	106	112
- Cc1ccccc1Nc1ncnc2[nH]ncc12
  108	107	125	108	107	103	110	123
- CN1CCN(CCCN2c3ccccc3Sc3ccc(Cl)cc32)CC1
  55&71	40&42	60&67	64&37	64	-0.1*!	72&54	91&86
- CCOC(=O)/C(=C\n1c(=O)[nH]c(=O)[nH]c1=S)C(=O)c1ccccc1
  102	101	106	93	88	117	98	93
- CCNC(=O)Oc1ccc(/C(=C(/C)c2ccc(Cl)cc2)c2ccc(OCCN3CCCC3)cc2)cc1
  89	14	93	25	57	84	49	90
- Cc1nc(N)nc(N)c1Oc1ccc(Cl)cc1
  95	/	115	99	107	85	101	93
- COc1ccc(/C=C/C(C)=N/OCC(=O)Nc2ccc(Cl)cc2)cc1
  50	22	77	33	18	41	56	63
- COc1ccc(-c2c(N)n[nH]c2-c2cc(OC)c3c(c2)OCO3)cc1
  70	58	71	91	84	79	86	93
- C=C1C(=O)O[C@H]2[C@H]1CC/C(COC(=O)CSSCC(=O)OC/C1=C/CC[C@@]3(C)O[C@H]3[C@H]3OC(=O)C(=C)[C@@H]3CC1)=C\CC[C@@]1(C)O[C@@H]21
  75	39	93	/	92	20	77	93
- N/C(=N\O)c1ccc2oc(/C=C/c3cc4cc(/C(N)=N\O)ccc4o3)cc2c1
  95	113	112	96	107	113	106	105
- N=C(N)c1ccc(-c2ccc(-c3ccc(Cl)cc3)o2)o1
  -60*	-60*	79	-71*	26	-22*	-73*	93
- CCCCC(CC)C(=O)Oc1c(Cl)cc(Cl)cc1[N+](=O)[O-] (stereo not drawn)
  100	108	113	104	101	103	82	102
- COC(=O)CC1CSC(=S)N1c1cccc(F)c1 (stereo not drawn)
  98	94	95	91	101	91	96	100
- NC(=O)C1C2C(=O)N(c3ccc(Cl)cc3)C(=O)C2C2c3ccccc3C=NN12 (stereo not drawn)
  93	88	89	96	84	107	108	106
- CSc1ncc(Br)c(SC)n1
  110	107	107	96	105	103	103	100
- COc1c(N2CC3CCCNC3C2)c(F)cc2c(=O)c(C(=O)NN3C(=O)c4ccccc4C3=O)cn(C3CC3)c12 (stereo not drawn)
  106	112	115	99	110	99	99	96
- CCCCCC#CCN(CC)CC
  123	104	/	101	100	102	109	/

Entries of single compounds from above. Order of values: MDA-MB-231, K-562, HS 578T, MCF7, T-47D, MDA-MB-468, LOX IMVI, BT-549
Record of `CSc1ncc(Br)c(SC)n1` : 110, 107, 107, 96, 105, 103, 103, 100
Record of `COc1ccc(-c2c(N)n[nH]c2-c2cc(OC)c3c(c2)OCO3)cc1` : 70, 58, 71, 91, 84, 79, 86, 93
Record of `N/C(=N\O)c1ccc2oc(/C=C/c3cc4cc(/C(N)=N\O)ccc4o3)cc2c1` : 95, 113, 112, 96, 107, 113, 106, 105
Record of `NC(=O)C1C2C(=O)N(c3ccc(Cl)cc3)C(=O)C2C2c3ccccc3C=NN12` (stereo not drawn) : 93, 88, 89, 96, 84, 107, 108, 106

Other structures follow:
Every second line gives: MDA-MB-231	K-562	HS 578T	MCF7	T-47D	MDA-MB-468	LOX IMVI	BT-549
- COc1cc2cc(CNc3ccc(Nc4nccc(-c5ccc6ccccc6c5)n4)cc3)c(=O)[nH]c2cc1OC
  78	68	96	64	76	70	101	111
- COc1cc(Nc2ncccc2C(=O)Nc2nc3ccc(F)cc3s2)cc(OC)c1OC
  71	97	73	95	36	/	57	89
- C#Cc1ccc(NC(=O)c2sc3nc4c(cc3c2N)CCCCC4)cc1
  107	90	108	88	87	100	103	60
- NC(=O)C1CCN(Cc2c[nH]c3ccccc23)CC1
  109	107	100	94	91	91	96	96
- CC(C)OC(=O)Nc1cc(C(F)(F)F)ccc1F
  98	110	95	96	101	100	101	129
- CC(=O)OC1Oc2ccc(C)cc2-c2oc(=O)c([Se]c3ccccc3)cc21 (stereo not drawn)
  109	109	122	108	96	/	107	141
- COc1cc(/C=C/c2nnc(-c3cc(-c4ccc(F)c(F)c4)n[nH]3)o2)cc(OC)c1OC
  76	90	85	85	80	96	97	82
- CC(C)Sc1nc(-c2ccc(OCc3ccccc3)cc2)c(C#N)c(=O)[nH]1
  94	86	79	82	75	96	59	123
- CCCC(=O)N1CCCCC1CC (stereo not drawn)
  115	87	/	103	110	102	105	100
- CC(C)(C)[Si](C)(C)OC1[C@@H](CNC(=O)NC(N)=O)O[C@@H](n2cnc3c(NC(=O)Nc4ccccc4)ncnc32)[C@H]1O[Si](C)(C)C(C)(C)C (stereo partly drawn)
  105	50	75	36	91	121	62	101
- O=[N+]([O-])c1cc(OCc2ccccc2)c(OCc2ccccc2)c(OCc2ccccc2)c1
  92	106	89	103	90	101	97	86
- Cc1[nH]nc2c1C(c1cn[nH]c1-c1ccc(F)cc1)C(C#N)=C(N)O2 (stereo not drawn)
  105	91	93	78	95	81	86	93
- CC(C)CC(C(=O)O)N1C(=O)/C(=C\c2ccc(-c3ccc(Cl)cc3)o2)SC1=S (stereo not drawn)
  91	103	93	74	70	90	96	107
- O=C(O)c1ccccc1Nc1cccc(C(F)(F)F)c1
  93&114	47&130	97&99	108&93	101&108	107	91&101	104&111
- CC(C)=CC/C=C(/C)[C@H]1CC[C@]2(C)[C@@H]1CC[C@@H]1[C@@]3(C)C/C(=C/c4ccco4)C(=O)C(C)(C)[C@@H]3CC[C@]12C
  105	88	101	84	86	100	92	109
- N#CCCC1(CCC#N)c2ccccc2-c2ccccc21
  90	112	111	93	102	92	84	99

Rows are unselected, and some 12% of all compounds hit somewhere here.
